# Compound activity: PubChem BioAssay, The Scripps Research Institute Molecular Screening Center
# TEAD-YAP block – TEAD-YAP interaction inhibition; inhibition, % at 9.12 µM; HEK-TIYL cells, TEAD-Gal4/YAP UAS-luciferase luminescence; AID 1259422; hit rate 1.4% among 640,000; in the data active means inhibition above about 32%;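 further: 0% = median of test compound wells and 100% = reference inhibitor wells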
# GPR151 ag – activators of human GPR151; activation, % at 11.2 µM; hit rate 1% among 650,000; Q8TDV0; AID 1508602; PathHunter beta-arrestin GPR151 cells, luminescence; in the data active means activation above about 4.9%;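 further: 0% = median of compound wells and 100% = cells with positive control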
# Target sequence (Q8TDV0 whole entry, looked up): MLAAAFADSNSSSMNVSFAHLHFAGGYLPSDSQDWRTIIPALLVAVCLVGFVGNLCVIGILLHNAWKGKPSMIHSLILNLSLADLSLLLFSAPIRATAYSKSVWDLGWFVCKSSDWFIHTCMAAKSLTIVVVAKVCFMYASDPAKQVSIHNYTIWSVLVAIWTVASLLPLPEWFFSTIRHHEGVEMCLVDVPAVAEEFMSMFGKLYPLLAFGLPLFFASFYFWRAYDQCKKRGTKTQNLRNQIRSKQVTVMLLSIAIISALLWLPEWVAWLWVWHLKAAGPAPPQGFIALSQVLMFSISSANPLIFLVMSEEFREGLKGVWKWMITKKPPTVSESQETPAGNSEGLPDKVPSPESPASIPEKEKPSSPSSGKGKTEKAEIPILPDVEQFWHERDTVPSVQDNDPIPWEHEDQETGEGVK
# FBW7 act – activators of human E3 ligase FBW7. AlphaScreen FBW7–phospho-cyclin E peptide binding, activator screen. hit rate 0.13% among 650,000. Q969H0. AID 1259310. normalized activity (activation), % at 26.1 µM; in the data active means normalized activity above about 1.9%;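 further: purified mutant Fbw7 with reduced substrate affinity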
# Target sequence (Q969H0 whole entry, looked up): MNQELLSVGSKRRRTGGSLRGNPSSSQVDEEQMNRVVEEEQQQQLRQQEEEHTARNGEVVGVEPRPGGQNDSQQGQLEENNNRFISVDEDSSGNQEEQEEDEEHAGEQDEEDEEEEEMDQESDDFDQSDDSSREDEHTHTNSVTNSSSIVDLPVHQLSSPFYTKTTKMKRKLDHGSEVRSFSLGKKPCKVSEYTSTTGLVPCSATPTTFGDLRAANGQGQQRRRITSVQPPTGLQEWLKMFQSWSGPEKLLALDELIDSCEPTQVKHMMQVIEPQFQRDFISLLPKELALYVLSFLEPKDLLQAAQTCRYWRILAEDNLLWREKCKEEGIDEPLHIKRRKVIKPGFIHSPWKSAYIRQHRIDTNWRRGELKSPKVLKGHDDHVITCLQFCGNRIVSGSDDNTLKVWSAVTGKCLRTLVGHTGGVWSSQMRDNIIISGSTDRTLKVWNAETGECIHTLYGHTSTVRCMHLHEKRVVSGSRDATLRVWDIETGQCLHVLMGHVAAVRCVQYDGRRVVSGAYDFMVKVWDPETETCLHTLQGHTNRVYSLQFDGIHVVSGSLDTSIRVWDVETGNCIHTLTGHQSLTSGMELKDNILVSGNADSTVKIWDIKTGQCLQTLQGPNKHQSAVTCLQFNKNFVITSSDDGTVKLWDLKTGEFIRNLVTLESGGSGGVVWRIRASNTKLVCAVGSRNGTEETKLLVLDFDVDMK
# MITF primary – blocks human microphthalmia-associated transcription factor. AlphaScreen MITF homodimerization, bead proximity signal. inhibition, % at 2.6 µM. O75030. hit rate 0.91% among 650,000; in the data active means inhibition above about 50%;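 further: 0% = vehicle wells with protein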
# Active calls of the source: *; i = inactive; · = not tested or not shown.
SMILES,TEAD-YAP block,GPR151 ag,FBW7 act,MITF primary
COC(=O)c1ccc(-n2c(/C=C/c3ccc(C(C)(C)C)cc3)nc3cc(Cl)ccc3c2=O)cc1,-5.2,-0.6,0.1,1.6
NC(=S)N/N=C/c1ccc(/C=N/NC(N)=S)cc1,12.1,0.2,0.0,2.5
COC(=O)c1ccc(C(=O)OC)c(NC(=O)c2cnn3c(C(F)(F)F)cc(-c4ccco4)nc23)c1,0.6,-1.1,0.0,-5.5
CCCNC(=O)c1[nH]c(C)c(C(C)=O)c1C,4.4,-1.4,0.4,26.8
COc1ccccc1Cn1ccn(CC(=O)Nc2ccc(C)cc2)c(=O)c1=O,-5.3,-1.6,0.0,0.1
CCOC(=O)N1CCN(S(=O)(=O)c2ccc(C(=O)Nc3nc(-c4nc5ccccc5s4)cs3)cc2)CC1,-9.9,3.5,1.1,7.5
COc1cccc(-c2cc(=O)oc(-c3ccccc3OC)n2)c1,-3.0,-0.1,0.4,2.3
CCOC(=O)c1c(CN2CCOCC2)n(-c2ccccc2)c2cc(Br)c(O)c(CN(C)C)c12,9.0,2.2,-0.1,6.4
COc1cc(CN2CCC(N3CCCC3)CC2)cc(OC)c1OC,2.5,-0.1,-0.1,58.3*
Cc1cc(N2CCCC(C(=O)Nc3ccc(F)cc3)C2)n2ncnc2n1 (configuration not stated),-5.9,0.4,0.0,26.3
CCCCCCCc1ccc(C(=O)NNC(=O)c2ccc(Br)cc2)cc1,-10.2,-0.9,-0.1,-11.0
O=CNc1ccccc1Oc1ccccc1Cl,-32.3,0.2,-0.2,7.7
CCNS(=O)(=O)c1ccc(NC(=O)c2ccc([N+](=O)[O-])cc2)cc1,1.4,5.1*,0.1,24.1
CC(=O)Oc1cc(C(F)(F)F)ccc1C(=O)O,·,-1.7,-0.1,-7.4
O=[N+]([O-])c1ccc(N2CCN(S(=O)(=O)c3ccccc3)CC2)cc1NCCc1ccccc1,-1.5,0.9,0.1,2.8
COc1ccc(/C=C2/C(=N)N3C(=NC2=O)SN=C3S(C)(=O)=O)cc1OC,-7.4,0.3,-0.2,-13.4
CC(C)c1ccc(CNc2ccc(N3CCOCC3)c(C(=O)O)c2)cc1,-11.7,-1.9,-0.1,1.0
COC(=O)c1ccc(OCC(O)Cn2cnc3ccccc32)cc1 (configuration not stated),-10.7,1.7,0.0,13.2
COCCn1c(=O)n(Cc2ccccc2F)c2cccnc21,-10.5,0.2,-0.1,2.7
COc1cccc(N2CCN(c3cc(NCCCO)c([N+](=O)[O-])c4nonc34)CC2)c1,2.4,-1.3,0.2,-1.6
Cc1c(C(=O)N(C)CCO)cnn1-c1nccc(-c2ccccc2F)n1,-22.9,-0.7,0.1,4.1
COCCNC(=O)c1cccc(OC2CCN(C(C)Cc3ccc(C)cc3)CC2)c1 (configuration not stated),2.6,-0.6,-0.1,-3.8
CC(=O)N1CCN(c2cc(C)c3cc(C)cc(C)c3n2)CC1,-1.2,0.9,0.2,-7.6
CC1=C(C(=O)Nc2ccccc2)C(c2cccs2)C(C#N)=C(SCC(=O)Nc2ccc(C)c(Cl)c2)N1 (configuration not stated),9.0,-0.5,0.2,-0.8
O=C(CCCn1c2ccccc2c(=O)c2ccccc21)N1CCN(c2ccccc2F)CC1,0.4,-0.3,0.1,-6.0

# New compounds follow
SMILES,TEAD-YAP block,GPR151 ag,FBW7 act,MITF primary
NS(=O)(=O)c1ccc(CCNC(=O)c2ccc(-n3c(=S)[nH]c4ccccc4c3=O)cc2)cc1,-0.4,-0.6,0.1,1.8
Cc1cc(C)cc(CC(CC(=O)Nc2nccs2)C(=O)Nc2nccs2)c1 (configuration not stated),6.2,0.5,0.8,-15.9
CNC(=S)Nn1c(=S)[nH]c2ccccc2c1=O,-13.5,0.4,-0.1,9.1
Nn1c(SCC(=O)Nc2cccc3ccccc23)nnc1-c1ccccc1Cl,6.7,-0.5,-0.1,8.5
COc1ccc(S(=O)(=O)N2CCCc3ccccc32)cc1[N+](=O)[O-],4.4,0.4,-0.4,-4.3
COC(=O)CCSc1cc(NCCOC(C)=O)c([N+](=O)[O-])c2nonc12,4.0,1.0,-0.1,i
Cc1ccc2nc(C)cc(Nc3ccc(C(=O)O)cc3)c2c1,0.3,-0.8,0.1,-15.7
COCCNC(=O)C(=O)Nc1ccc(F)cc1,-14.2,-0.2,-0.1,7.1
CC(=O)Nc1ccc(-c2nc(C)c(C(C)=O)n2O)cc1,-3.8,0.1,-0.1,1.4
O=c1[nH]c2ccc(S(=O)(=O)N3CCC(Cc4ccccc4)CC3)cc2o1,1.1,1.8,0.2,-2.5
O=C(CCN1C(=O)c2ccccc2C1=O)Nc1ccc(F)c(F)c1,-12.6,1.0,0.1,-3.9
N#C/C(=N\Nc1cccc(F)c1)c1nc2ccccc2[nH]1,-10.3,-0.1,-0.1,-7.9
Cn1cnc([N+](=O)[O-])c1Nc1ccccc1,-0.2,-1.1,0.5,15.8
O=C(NNC(=O)C(c1ccccc1)c1ccccc1)c1cncn1-c1ccc(F)cc1,-0.5,-0.1,-0.1,-10.3
C/C=C/C(=O)OCC(=O)Nc1ccc([N+](=O)[O-])cc1C#N,8.7,-0.3,-0.1,11.6
COc1ccc(OC)c(CN2CCc3nnc(C(C)NC(=O)c4cccnc4)n3CC2)c1 (configuration not stated),6.5,0.0,0.0,1.1
CCc1ccccc1OCC(=O)N/N=C/c1ccc(O)c(OC)c1,21.1,0.1,-0.1,6.5
COc1ccc(OC(=O)c2cccc(F)c2)c(C(C)=O)c1,-16.7,0.9,-0.1,-2.2
O=C(CSc1ccc2nnc(-c3cccs3)n2n1)NC1CCCCC1,-4.4,-1.4,0.0,-4.4
COC(=O)c1ccccc1NC(=O)CSCC(=O)Nc1ccccc1OC,9.1,1.4,0.6,16.6
Cc1sc(NC(=O)c2cnccn2)nc1-c1ccc2c(c1)CCN2C(=O)C1CCCCC1,-0.4,0.5,-0.1,7.3
O=C1CSC(c2cc3c(cc2Br)OCO3)N1c1ccc(F)c(Cl)c1 (configuration not stated),8.7,1.4,1.0,-0.2
Cc1cccc(-c2nsc(SCC(N)=O)n2)c1,-46.2,-6.8,0.0,-2.1
O=C(Nc1cccc2c(NC(=O)c3ccco3)cccc12)c1ccco1,-0.2,1.9,0.1,-1.9
CCCCN1C(=O)C(=O)N(CC(=O)Nc2ccc(F)c(Cl)c2)C1=O,-4.1,1.1,0.0,-5.3

# Next part:
SMILES,TEAD-YAP block,GPR151 ag,FBW7 act,MITF primary
N#CCSc1nc2cc(C(=O)N3CCN(c4ccccc4)CC3)ccc2c(=O)n1C1CCCCC1,-4.4,11.1*,-0.2,-11.1
COC(=O)CN(c1ccc(OC)c(Cl)c1)S(=O)(=O)c1ccccc1,1.4,-0.4,0.4,19.6
Cc1ccc(C)c(CN[C@H]2C[C@H]3C(=O)N[C@H]([C@H](C)O)C(=O)N3C2)c1,-2.8,-0.4,0.6,-0.4
c1ccc(-c2nn3c(Cn4nnc5ccccc54)nnc3s2)nc1,-11.5,1.1,-0.4,14.0
COc1cc(-n2c(C)nc3cc(C(=O)NCC4CCCO4)ccc32)cc(OC)c1OC (configuration not stated),-2.0,0.1,0.1,-7.2
O=C(Nc1cc(C(F)(F)F)ccc1N1CCOCC1)c1ccc(N2CCCC2=O)cc1,-5.0,2.8,0.1,-2.2
COc1ccc(CN=Cc2c(C)[nH]n(-c3ccc([N+](=O)[O-])cc3)c2=O)cc1,-2.0,3.0,0.1,-2.8
CCOc1ccc(-c2nnc(NS(=O)(=O)c3ccc(Cl)cc3)o2)cc1,0.9,2.9,-0.1,3.9
CSc1nc(C(=O)NCC2Cc3cccc(-c4nc(C)cc(C)n4)c3O2)cs1 (configuration not stated),2.1,-1.0,-0.1,-16.1
C[C@@H](O)C(=O)N1CCC[C@@H]1C(=O)Nc1ccc2[nH]ncc2c1,4.2,-1.8,-0.1,1.0
CCOCCCNC(=O)NC(C)c1c(-n2cccc2)sc2c1CCN(CC)C2 (configuration not stated),6.7,1.6,-0.1,4.6
Cn1c(=O)c2c(ncn2CC2CC2)n(C)c1=O,12.1,0.9,-0.1,-0.7
C=CCn1c(SCC(=O)Nc2cc(OC)ccc2OC)nc2sc(C)cc2c1=O,-21.7,4.0,0.0,-3.3
CC(=O)NNc1nc(-c2ccccc2)c2cc(Br)ccc2n1,10.7,-0.6,0.0,3.6
O=C(Nc1nccs1)c1ccc2c(c1)C(=O)N(N1C(=O)c3ccccc3C1=O)C2=O,-2.0,1.3,-0.1,-5.4
CCN(CC)S(=O)(=O)c1ccc(-c2nnc(SC(C)C(=O)OC)o2)cc1 (configuration not stated),3.6,0.0,0.0,3.7
Cc1ncoc1C(=O)NCC1Cc2cc(-c3ccsc3)cc(Cl)c2O1 (configuration not stated),-11.3,-0.6,-0.1,23.3
c1ccc(Oc2ccc(Nc3nc(Nc4ncccn4)nc4nc[nH]c34)cc2)cc1,18.2,-0.3,-0.2,6.4
CCc1ccc(C2=NC(c3ccccc3F)NC(c3cc(Cl)ccc3O)C2)cc1 (configuration not stated),-0.2,2.8,0.2,7.2
Nn1cnn(Cc2ccc([N+](=O)[O-])cc2)c1=O,4.4,-0.2,0.0,-1.8
O=C(Nc1ccc(F)cc1)c1cccc(NC(=O)C2C3CC4OC(=O)C2C4C3)c1 (configuration not stated),0.6,-0.8,-0.1,-0.8
Cc1ccc(NS(=O)(=O)c2ccc(Cl)c(C(=O)O)c2)cc1C,-11.3,0.4,-0.2,-2.6
Cc1cc(NC(=O)COc2ccc(Cl)cc2)n(C(C)C)n1,2.5,-1.8,0.1,-13.5
O=C(CSc1nnnn1-c1ccccc1)N1CCc2ccccc21,5.3,-0.7,-0.1,9.6
CN1CCN(c2ccc(NC(=O)c3ccc([N+](=O)[O-])cc3Cl)cc2Cl)CC1,12.3,2.2,0.0,-2.3

# Gathered by group, the entries above with a thiophene ring, fused or not.
SMILES,TEAD-YAP block,GPR151 ag,FBW7 act,MITF primary
CC1=C(C(=O)Nc2ccccc2)C(c2cccs2)C(C#N)=C(SCC(=O)Nc2ccc(C)c(Cl)c2)N1 (configuration not stated),9.0,-0.5,0.2,-0.8
O=C(CSc1ccc2nnc(-c3cccs3)n2n1)NC1CCCCC1,-4.4,-1.4,0.0,-4.4
CCOCCCNC(=O)NC(C)c1c(-n2cccc2)sc2c1CCN(CC)C2 (configuration not stated),6.7,1.6,-0.1,4.6
C=CCn1c(SCC(=O)Nc2cc(OC)ccc2OC)nc2sc(C)cc2c1=O,-21.7,4.0,0.0,-3.3
Cc1ncoc1C(=O)NCC1Cc2cc(-c3ccsc3)cc(Cl)c2O1 (configuration not stated),-11.3,-0.6,-0.1,23.3

# As entered above.
# `Nn1cnn(Cc2ccc([N+](=O)[O-])cc2)c1=O` | FBW7 act = 0.0
# `O=C(Nc1cc(C(F)(F)F)ccc1N1CCOCC1)c1ccc(N2CCCC2=O)cc1` | GPR151 ag = 2.8

# Next part:
SMILES,TEAD-YAP block,GPR151 ag,FBW7 act,MITF primary
N=c1oc2ccc3ccccc3c2cc1C(=O)N/N=C/c1ccccc1,2.4,-1.9,0.1,14.8
CCOC(=O)N1CCN(Cc2ccc(C(=O)NCc3ccsc3)c(=O)[nH]2)CC1,2.0,3.2,0.2,6.0
Cc1ccc(C(=O)NC=C(C#N)C#N)cc1,-7.7,-0.8,0.0,-8.1
CS(=O)(=O)N1N=C(c2ccc3nccnc3c2)CC1c1ccccc1 (configuration not stated),-13.2,5.0*,-0.1,5.0
O=C1NC(CC(=O)N2CCCC(n3nc(-c4ccco4)ccc3=O)C2)c2ccccc21 (configuration not stated),-5.9,-0.2,0.0,6.6
CC(=O)c1c(C)[nH]c(C(=O)NCC2CCCO2)c1C (configuration not stated),-15.2,-0.6,-0.2,7.6
S=C(NCCOC12CC3CC(CC(C3)C1)C2)Nc1ccccc1,9.3,2.0,-0.2,-2.4
COc1cccc(CNc2nc(=S)[nH]c3ccccc23)c1,-9.0,-0.6,0.2,9.9
Cc1nc(C)c(C(=O)N/N=C/c2cccc(O)c2)cc1C(=O)N/N=C/c1cccc(O)c1,2.4,0.2,-0.1,-2.8
COc1ccc(Cl)cc1NC(=O)Nc1nnc(N(C)Cc2ccccc2)s1,11.4,-0.2,0.2,11.7
CC(C)COC(=O)C1C2C=CC3(CN(Cc4ccco4)C(=O)C13)O2 (configuration not stated),0.4,-0.4,0.1,10.7
O=S(=O)(NC1CC1)c1ccc(S(=O)(=O)N2CCCN(Cc3ccccc3)C2)cc1,3.9,-0.1,0.0,-5.8
CCOc1ccc(C(c2nnnn2CCOC)N2CCN(Cc3ccccc3)CC2)cc1 (configuration not stated),3.0,0.0,0.1,10.2
C=CCn1c(COC)nc2ccccc21,-2.1,-0.8,0.1,8.7
C/C(CC(=O)Nc1ccc(F)cc1)=N\NC(=O)c1cccc(Br)c1,-22.0,1.5,-0.1,9.2
O=C(Nc1nc2c(s1)CCCC2)c1ccccc1O,-41.5,-1.2,0.1,3.2
O=C(c1ccc(F)cc1)N1CCN(c2ccc([N+](=O)[O-])c(NCc3ccccc3)c2)CC1,-15.1,0.1,-0.3,0.0
Cc1cc(NC(=O)c2cc(S(=O)(=O)N3CCOCC3)ccc2C)n(-c2ccccn2)n1,8.3,-0.3,0.1,4.3
CC(C)Oc1ccc(Br)cc1C=C1C(=O)NC(=S)NC1=O,-1.0,1.9,0.1,-0.8
CC(=O)Nc1ccc(Nc2ncnc3c2nc(Nc2cccc(N(C)C)c2)n3C(C)C)cc1,-19.1,1.6,-0.2,14.0
CC1C=CCC2C(=O)N(c3ccc(Oc4ccc(Cl)cc4)cc3)C(=O)C12 (configuration not stated),7.0,0.0,0.0,1.4
Cc1ccc(/C=N/N(C)C2=NCCN2)o1,-2.4,2.7,0.1,1.6
CS(=O)(=O)c1ccccc1CN1CCC(c2nnc(-c3ccc(F)cc3)o2)CC1,-10.2,-1.4,0.0,-1.3
